bIAP act: increases bovine intestinal alkaline phosphatase activity; AID 1016; purified bovine IAP, CDP-star luminescence, 30 min; hits give high values; fold of DMSO-control signal, blank-subtracted; 200,000 compounds, 0.17% hits; activation factor at 20 µM;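 active = activation factor of 2 or more at 20 µM, a signal rise over negative controls twice the positive control's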
L major viab: Leishmania major promastigote growth inhibition. 200,000 compounds, 9% hits. inhibition, % at 10 µM. AID 1063. Leishmania major promastigotes, resazurin fluorescence viability; in the data active = inhibition above about 50%;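 note: promastigotes grown with compound for 44 hours at 28 °C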
Redox H2O2 prof: compounds producing H2O2 with reducing agent – biochemical, NIH compound library profiling, artefact control for MLSCN library redox annotation, primary screen; 200,000 compounds, 0.03% hits; DTT-dependent redox cycling H2O2, phenol red/HRP absorbance; 100% = 100 µM peroxide control, 0% = buffer; activation, % at 10 µM; AID 878;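 active = activation of at least 50% relative to the plate's high and low controls in the primary single-dose screen; inactive = activation below 50%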;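 note: compound incubated with DTT at 0.8 mM final as the reducing agent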
bIAP inhibitor: blocks bovine intestinal alkaline phosphatase activity; purified bovine IAP, CDP-star luminescence, 30 min; inhibition, % at 20 µM; 190,000 tested, under 10 active; AID 1019;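 active = over 50% inhibition of intestinal alkaline phosphatase at 20 µM in the single-dose screen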
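Assay system – bovine IAP enzyme · Quantity – bovine IAP at 1/65,000,000 final dilution · Detection – CDP-star luminescence signal · Times – 30 min reaction at room temperature · Also added – CDP-star substrate at 30 µM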
TLR4-MyD88 BLA: TLR4-MyD88 interaction inhibition in cells; O00206+Q99836; HeLa CL3-4 TLR4/MyD88 BLA complementation, FRET ratio; inhibition, % at 8.4 µM; 200,000 compounds, 0.18% hits; in the data active = inhibition above about 25%;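 note: 0% = vehicle and 100% = reference inhibitor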
ROMK mod: modulators of human ROMK potassium channel; Tet-inducible ROMK, thallium flux fluorescence; actives lie on both sides; P48048; B-score at 10 µM; 130,000 compounds, 2% hits; AID 1918;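 active = signal ratio slope over the read window, or its plate-corrected B-score, at least 3 SD from the plate mean, either direction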;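 note: B-score of the F/F0 ratio slope over 7 to 12 s after thallium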
Target sequence (P48048 whole entry, looked up): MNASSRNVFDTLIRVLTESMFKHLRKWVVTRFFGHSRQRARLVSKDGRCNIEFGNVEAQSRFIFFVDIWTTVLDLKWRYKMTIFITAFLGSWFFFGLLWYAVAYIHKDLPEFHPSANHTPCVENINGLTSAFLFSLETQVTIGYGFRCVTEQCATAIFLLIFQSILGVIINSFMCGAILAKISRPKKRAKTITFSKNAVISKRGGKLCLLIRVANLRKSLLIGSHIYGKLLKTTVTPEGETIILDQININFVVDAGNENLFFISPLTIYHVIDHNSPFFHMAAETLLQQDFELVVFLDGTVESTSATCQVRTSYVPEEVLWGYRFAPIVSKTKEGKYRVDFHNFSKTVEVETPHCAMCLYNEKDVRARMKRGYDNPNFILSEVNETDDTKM
PPARg SRC-2 ag: promotes SRC-2 coactivator recruitment by human PPARgamma; P37231; PPARgamma LBD-SRC-2 recruitment, biochemical; activation, % at 8 µM; 200,000 compounds, 0.34% hits; AID 1032; in the data active = activation above about 22%;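 note: 0% = vehicle and 100% = reference agonist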
PPARg SRC-3 ag: agonists of human PPARgamma SRC-3 coactivator recruitment. biochemical PPARgamma/SRC-3 coactivator recruitment assay. activation, % at 8 µM. 200,000 compounds, 0.26% hits; in the data active = activation above about 23%;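 note: 0% = DMSO and 100% = reference agonist; some compounds past the cut are filed as inactive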
SRC2 TRFRET art: flags TR-FRET format artefacts in PPARgamma SRC-2 recruitment agonist screen. TR-FRET artefact counter-screen; hits give high values. TR-FRET ratio at 8 µM. 200,000 compounds, 0.4% hits. AID 1049; in the data active = TR-FRET ratio above about 2000; note: inactives centre near 1500; reference of the scale not given here
PPARg SRC1 recr: agonists of human PPARgamma SRC-1 coactivator recruitment | AID 631 | 200,000 compounds, 0.41% hits | activation, % at 8 µM | PPARgamma-SRC-1 coactivator recruitment biochemical assay; in the data active = activation above about 19%;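 note: 0% = DMSO and 100% = reference agonist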
S1P3 antagonist: S1P3 (human) receptor antagonism | Q99500 | CHO S1P3 NFAT-BLA reporter, FRET fluorescence, antagonist mode | inhibition, % at 4.98 µM | 170,000 compounds, 0.27% hits | AID 485;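 active = inhibition above the plate cutoff, the mean inhibition of test wells on that plate plus 3 SD, cut at about 28% in these data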;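 note: cells challenged with S1P at its EC80 of 0.8 µM; blue over green emission ratio from cleaved BLA substrate after 4 h stimulation; 0% = S1P-stimulated wells and 100% = unstimulated DMSO-only wells; some compounds past the cut are filed as inactive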
Target sequence (Q99500 whole entry, looked up): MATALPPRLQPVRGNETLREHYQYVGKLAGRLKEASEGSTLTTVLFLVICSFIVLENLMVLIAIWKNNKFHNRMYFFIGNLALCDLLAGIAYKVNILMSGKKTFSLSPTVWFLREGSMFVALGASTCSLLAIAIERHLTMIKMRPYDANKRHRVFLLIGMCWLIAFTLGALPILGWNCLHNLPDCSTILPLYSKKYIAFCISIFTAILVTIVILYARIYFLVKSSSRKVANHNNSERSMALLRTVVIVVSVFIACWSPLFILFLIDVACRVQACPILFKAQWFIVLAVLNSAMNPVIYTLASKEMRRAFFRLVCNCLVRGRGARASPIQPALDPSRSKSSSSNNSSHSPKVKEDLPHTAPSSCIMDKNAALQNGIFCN
* marks the source's active call; other numbers are inactive results; · = no result given. An unsorted share of the library. About 11% of those tested had a hit in this group.

SMILES,bIAP act,L major viab,Redox H2O2 prof,bIAP inhibitor,TLR4-MyD88 BLA,ROMK mod,PPARg SRC-2 ag,PPARg SRC-3 ag,SRC2 TRFRET art,PPARg SRC1 recr,S1P3 antagonist
Cc1ccc(OCCn2c(C3CC(=O)N(Cc4ccccc4)C3)nc3ccccc32)cc1 (stereo not drawn),1,92*,-2.2,-4,3,·,5,-3,1564,1,·
CCc1cccc(CC)c1-n1c(SCc2cc(=O)n3ccsc3n2)nnc1-c1cccnc1,0.9,10,-8.1,9,-4,·,6,4,1769,-2,·
CCOc1cc(NC(=O)c2ccco2)c(OCC)cc1NC(=O)CCc1ccccc1OC,0.9,42,1.0,8,-2,-1.7,12,4,1604,6,0
COc1ccc([N+](=O)[O-])cc1NC(=O)COC(=O)c1ccccn1,1,0,-1.3,3,-6,1.1,2,4,1548,2,9
Cc1c(C(C)C)c(=O)n(-c2ccc(S(=O)(=O)NCc3ccccc3)cc2)n1C,1,2,-2.2,0,3,-1.6,8,7,1757,5,16
NCCc1nnc(SCC(N)=O)o1,0.9,-4,-8.7,10,9,·,4,7,1743,0,·
O=Nc1c2nc3ccccc3n(O)c-2c2ccccc12,1,11,-1.2,1,3,·,7,12,1662,5,14
Cc1ccc(S(=O)(=O)Nc2cc(C(=O)O)ccc2N2CCCCC2)cc1,1,-5,0.9,1,-6,·,4,2,1449,0,·

(continued)
SMILES,bIAP act,L major viab,Redox H2O2 prof,bIAP inhibitor,TLR4-MyD88 BLA,ROMK mod,PPARg SRC-2 ag,PPARg SRC-3 ag,SRC2 TRFRET art,PPARg SRC1 recr,S1P3 antagonist
Cc1ccc(S(=O)(=O)Cc2ccc(C(=O)N3CCN(c4ccccn4)CC3)o2)cc1,1,0,0.4,4,2,·,3,9,1513,4,3
Cc1ccsc1C(=O)N(c1nc2ccccc2s1)c1c(C)cccc1C,0.9,100*,0.9,7,4,·,12,2,1915,8,·
CCNc1nc(NCC)n2c(SCC(=O)c3ccc(C(C)C)cc3)nnc2n1,0.9,4,0.2,14,-1,·,2,1,1529,8,2
CC1Cc2ccccc2N1C(=O)c1ccc2snnc2c1 (stereo not drawn),0.9,4,-0.5,11,2,-0.88,-1,-13,1495,0,25
Cc1cccc(OCc2nnc(SCC(=O)N3c4ccccc4Sc4ccc(Cl)cc43)o2)c1,1,3,0.6,0,-15,0.018,0,-4,1481,3,-2
CCn1c(SCC(=O)N/N=C/c2cc(OC)c(OC)c(OC)c2)nc2ccccc21,1.1,5,0.0,-13,1,·,9,2,1471,8,7
C=CCn1c(-c2ccncc2)n[nH]c1=S,1,-3,0.2,2,4,0.19,1,1,1558,-1,-15
O=C(c1ccc2c(c1)OCO2)N(CC1CCCO1)C1(C(=O)NC2CCCCC2)CCCCC1 (stereo not drawn),1.2,13,0.2,-24,15,-0.73,11,0,1537,0,·

Following part.
SMILES,bIAP act,L major viab,Redox H2O2 prof,bIAP inhibitor,TLR4-MyD88 BLA,ROMK mod,PPARg SRC-2 ag,PPARg SRC-3 ag,SRC2 TRFRET art,PPARg SRC1 recr,S1P3 antagonist
CN(C)C(=O)N1CCN(C(=O)N(C)C)CC1,1,1,1.2,0,-14,·,-4,6,1473,2,·
O=C(CN1CCOCC1)NCCNC(=O)CN1CCOCC1,0.9,2,2.7,10,2,·,-3,5,1653,-1,11
CCOc1ccc(C(=O)Nc2cccc(-c3cc4ccccc4oc3=O)c2)cc1[N+](=O)[O-],1,-1,-4.2,-3,0,·,11,-10,1508,2,·
CC1CCCC(C)N1C(=O)Cn1c(SCC(=O)Nc2ccc3c(c2)OCO3)nc2ccccc21 (stereo not drawn),1,17,-0.1,-1,-3,-0.69,4,6,1662,5,-31
CCOC(=O)CSc1ncnc2c1cnn2-c1ccccc1,0.9,-2,0.5,13,1,-1.6,-4,16,1563,3,1
CCOC(=O)N1CCN(C(=O)CN(C2CCCCC2)S(=O)(=O)c2ccc(Cl)cc2)CC1,1,13,0.3,-2,1,-0.6,5,6,1646,4,·
O=C(NCC1CCCO1)c1ccc2c(=O)n(CC3CCCO3)c(SCC(=O)N3CCCC3)nc2c1 (stereo not drawn),1.2,3,-0.6,-17,-10,0.14,1,2,1856,-1,-1
CCOC(=O)C1=NN(C(=O)Nc2cccc(C(F)(F)F)c2)C2C(=O)N(c3cccc(C(F)(F)F)c3)C(=O)C12 (stereo not drawn),1,-11,-1.8,4,5,·,4,15,1601,2,·

3 records drawn at random from those above, as already listed:
SMILES,bIAP act,L major viab,Redox H2O2 prof,bIAP inhibitor,TLR4-MyD88 BLA,ROMK mod,PPARg SRC-2 ag,PPARg SRC-3 ag,SRC2 TRFRET art,PPARg SRC1 recr,S1P3 antagonist
CCOc1ccc(C(=O)Nc2cccc(-c3cc4ccccc4oc3=O)c2)cc1[N+](=O)[O-],1,-1,-4.2,-3,0,·,11,-10,1508,2,·
O=C(CN1CCOCC1)NCCNC(=O)CN1CCOCC1,0.9,2,2.7,10,2,·,-3,5,1653,-1,11
CCOC(=O)CSc1ncnc2c1cnn2-c1ccccc1,0.9,-2,0.5,13,1,-1.6,-4,16,1563,3,1

Next structures follow:
Screens in order: bIAP act, L major viab, Redox H2O2 prof, bIAP inhibitor, TLR4-MyD88 BLA, ROMK mod, PPARg SRC-2 ag, PPARg SRC-3 ag, SRC2 TRFRET art, PPARg SRC1 recr, S1P3 antagonist
O=C(O)c1cccc(CN2C(=O)CSC2=O)c1
    1, -2, -1.2, 4, 4, 0.59, 9, -4, 1719, 8, -7
COc1ccc(-c2cn(-c3ccc(C)cc3)c(=O)n2CC(=O)Nc2ccc(OC)c(OC)c2)cc1
    1.2, 25, 0.3, -20, 1, 0.068, 7, 1, 1446, 3, ·
CC(C)CN(C(=O)c1ccc(=O)n(C)n1)c1nc2ccccc2s1
    1, 57*, 3.5, 3, -16, ·, 11, 0, 1772, 4, 18
O=C1/C(=C\Nc2ccc(OC(F)(F)F)cc2)CCN1c1ncccn1
    0.8, -2, 0.2, 17, 6, 2.9*, -2, 1, 1325, -2, ·
CCSc1nnc2n(-c3ccc(OC)cc3)c(=O)c3c4c(sc3n12)CCCC4
    1.2, -5, 0.8, -16, 7, ·, 5, -5, 1551, 0, ·
O=C(/C=C/c1ccc(O)cc1)c1ccc(O)cc1O
    0.8, 85*, 0.1, 19, -2, -1.6, -2, 3, 1522, 4, -1
CNC(=O)c1cc(C(=O)c2c(Cl)cccc2Cl)c[nH]1
    1, -7, 1.2, 2, -3, 0.48, -1, 0, 1420, 2, -6
CN1CCN(C(=S)Nc2ccc(Oc3ccccc3)cc2)CC1
    1, 3, -2.3, 1, -10, -0.43, 6, -2, 1508, -2, 4
CCOc1ccc(C(C)=O)cc1CSc1nnc(-c2ccoc2C)n1N
    1, 7, 2.2, -3, 4, 1.5, -18, -5, 1381, 5, -4
CCC1(C)Cc2c(sc(NC(=O)CCC(=O)O)c2C#N)CO1 (stereo not drawn)
    1, -2, 0.3, 4, 3, 0.68, 1, -5, 1426, 10, ·

Remaining list, next part
Screens in order: bIAP act, L major viab, Redox H2O2 prof, bIAP inhibitor, TLR4-MyD88 BLA, ROMK mod, PPARg SRC-2 ag, PPARg SRC-3 ag, SRC2 TRFRET art, PPARg SRC1 recr, S1P3 antagonist
CCCCCOC(=O)C1[C@H]2C(=O)N(CCCOC)C[C@]23C=C[C@H]1O3 (stereo partly drawn)
    1, -1, -4.5, -3, -1, -0.58, 0, 6, 1520, 2, -17
CC(C)CC(=O)Nc1nnc(SCC(=O)Nc2ccc(F)cc2)s1
    1, 9, -0.7, -2, -6, -0.19, 5, -1, 1360, -8, -20
CCOC(=O)N1CCc2c(sc3c2C(=O)NC(c2ccccc2)N3)C1 (stereo not drawn)
    1, -2, -1.0, 2, -8, ·, 2, -8, 1663, 2, -21
N#C/C(=C\c1ccc(Cl)cc1)c1n[nH]c(Cn2cncn2)n1
    0.9, 29, 0.4, 10, 15, -4.1*, -9, 8, 1620, -9, ·
CCOC(=O)c1ccc(NC(=O)CSc2nc3cccnc3n2C)cc1
    1, 2, 2.1, 0, -11, ·, 9, 4, 1654, 14, ·
COc1cc(CCN2C(=O)c3cccc4cccc(c34)C2=O)c(S(=O)(=O)N2CCCCCC2)cc1OC
    0.8, 41, -0.4, 19, 6, -0.15, 1, -1, 1416, 1, 1
N#Cc1cccc(NC(=O)CSc2n[nH]c(=O)[nH]c2=O)c1
    0.9, 12, -0.7, 8, -10, -0.055, -5, 0, 1545, 0, 0
CC(Sc1cccc[n+]1[O-])C(=O)Nc1cccc([N+](=O)[O-])c1 (stereo not drawn)
    0.9, 10, -1.7, 9, -16, 0.63, -4, 1, 1381, 0, -13
COc1cccc(C(=O)COc2cccc(NC(=O)c3cccc([N+](=O)[O-])c3)c2)c1
    0.8, 24, 2.2, 16, 6, ·, 8, -4, 1531, 1, ·
Cc1nn(C(C)(C)C)c(OC(=O)c2ccc(Br)o2)c1Sc1ccccc1
    0.8, 15, 0.2, 19, 1, 1.5, -2, 0, 1352, 5, ·

Remaining list, next part
Screens in order: bIAP act, L major viab, Redox H2O2 prof, bIAP inhibitor, TLR4-MyD88 BLA, ROMK mod, PPARg SRC-2 ag, PPARg SRC-3 ag, SRC2 TRFRET art, PPARg SRC1 recr, S1P3 antagonist
CCOc1ncccc1C(=O)OCC(=O)Nc1cc(S(=O)(=O)N2CCOCC2)ccc1Cl
    0.7, -2, 0.4, 33, -7, ·, 6, 4, 1551, -1, -8
CCCC(=O)Nc1sc2c(c1C#N)CC(C)(C)NC2(C)C
    0.9, -3, 0.6, 6, 0, ·, 8, -1, 1382, 4, ·
CCN(C(=O)CSc1nnc(NCc2ccccc2)s1)C1CCS(=O)(=O)C1 (stereo not drawn)
    1, -8, 0.1, 5, -3, -1.1, -1, 4, 1537, 3, -14
CC1S/C(=N/N=C/c2cccs2)NC1=O (stereo not drawn)
    0.5, -4, 1.1, 50, -1, ·, -4, 0, 1450, 4, 1
CCN(CC)S(=O)(=O)c1cccc(C(=O)N/N=C/c2c(C)nn(-c3ccccc3)c2Cl)c1
    1, -4, -0.6, -1, -14, 0.6, 0, 3, 1623, 2, 4
Clc1ccc(C2=Nn3c(nnc3-c3cccs3)SC2)cc1
    1.1, -6, 18, -5, -1, 1.1, -2, -3, 1467, -5, ·
Cc1cc(C)nc(Nc2ccc(N3CCCC3)cc2)n1
    1, 10, 1.5, 0, -18, ·, 5, 11, 1699, 13, 0
O=C(OCC(=O)N1CCCc2ccccc21)c1cccc(S(=O)(=O)N2CCc3ccccc32)c1
    1, -3, 1.6, -2, 5, ·, -2, 3, 1590, -2, 0

ROMK mod: entries above that show a hit.
| Compound | bIAP act | Redox H2O2 prof | bIAP inhibitor | TLR4-MyD88 BLA | ROMK mod | PPARg SRC-2 ag | PPARg SRC-3 ag | PPARg SRC1 recr | S1P3 antagonist |
| --- | --- | --- | --- | --- | --- | --- | --- | --- | --- |
| O=C1/C(=C\Nc2ccc(OC(F)(F)F)cc2)CCN1c1ncccn1 | 0.8 | 0.2 | 17 | 6 | 2.9* | -2 | 1 | -2 | · |
| N#C/C(=C\c1ccc(Cl)cc1)c1n[nH]c(Cn2cncn2)n1 | 0.9 | 0.4 | 10 | 15 | -4.1* | -9 | 8 | -9 | · |
